Assay outcomes deposited in PubChem by several laboratories.
TRPC4 act: TRPC4 (mouse) channel activation | Q9QUQ5 | HEK293 TRPC4beta/mu-opioid, Fluo4 calcium fluorescence; stronger effect = higher value | B-score at 10 µM | 310,000 tested, 0.49% active | AID 2237;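 active means B-score above 5 SD of library B-scores, and initial fluorescence ratio not above library mean plus 5 SD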;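 further: positive B-score marks a calcium rise read as TRPC4 activation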
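System – HEK293 cells stably co-expressing mouse TRPC4beta and mu-opioid receptor · Signal – Fluo4 calcium-sensitive dye fluorescence, kinetic, 1 Hz baseline · Benchmarks – buffer (low) and maximal DAMGO (high) · Read-out – B score of integrated fluorescence ratio per well · Incubation – dye loading 45 min room temperature, 110 s kinetic read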
AI-2 QS mod: modulators of Vibrio harveyi AI-2 quorum sensing system | Vibrio harveyi JMH597 AI-2 luminescence/OD600 ratio, 9 h; stronger effect = lower value; strain lacks LuxN and CqsS sensors; 0 = neutral-control median | AID 2094 | 300,000 tested, 0.4% active | activity change, % at 7.5 µM; in the data active means activity change below about -75%, passing the limit was not always enough;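 further: luminescence divided by OD600 gain over 9 h not by final OD600 alone; inactives centre near 13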
TRPC4 inh: inhibitors of mouse TRPC4 channel; Q9QUQ5; HEK293 TRPC4beta/mu-opioid, DAMGO-evoked Fluo4 calcium flux; stronger effect = lower value; B-score at 10 µM; 300,000 tested, 0.39% active;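 active means B-score over 3 SD under the library average, no early fluorescence shift, positive overall ratio signal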
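Test system – stable TRPC4beta/mu-opioid receptor HEK293 cells · Probe or stimulus – DAMGO, a submaximal dose followed by a maximal one · Dosing – one concentration per compound · Signal – Fluo4 calcium fluorescence by kinetic imaging, 5 s 1 Hz baseline · Evaluation – per-well B score of integrated baseline-normalized Fluo4 ratio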
MrgX1 PAM: human MrgX1 positive allosteric modulation, primary screen; Q96LB2; MrgX1-HEK293, Fluo-4 calcium flux, FDSS; stronger effect = higher value; B-score at 10 µM; 310,000 tested, 0.63% active;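 active means plate-corrected calcium response at least 3 library SD above typical, normal starting fluorescence, not activating the receptor alone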;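 further: compound read alongside a low EC10 to EC30 dose of BAM8-22 agonist; peak minus trough fluorescence over baseline measured at the second addition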
TRPC6 act: activates the mouse TRPC6 cation channel; 310,000 tested, 0.13% active; Q61143; B-score at 10 µM; AID 2550; HEK293-TRPC6 membrane potential dye fluorescence; stronger effect = higher value;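 active means B-score of the integrated fluorescence ratio above library mean plus 3 SD, and starting fluorescence ratio within library mean plus 5 SD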;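 further: higher score means more depolarization so channel activation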
Target sequence (Q61143 whole entry, looked up): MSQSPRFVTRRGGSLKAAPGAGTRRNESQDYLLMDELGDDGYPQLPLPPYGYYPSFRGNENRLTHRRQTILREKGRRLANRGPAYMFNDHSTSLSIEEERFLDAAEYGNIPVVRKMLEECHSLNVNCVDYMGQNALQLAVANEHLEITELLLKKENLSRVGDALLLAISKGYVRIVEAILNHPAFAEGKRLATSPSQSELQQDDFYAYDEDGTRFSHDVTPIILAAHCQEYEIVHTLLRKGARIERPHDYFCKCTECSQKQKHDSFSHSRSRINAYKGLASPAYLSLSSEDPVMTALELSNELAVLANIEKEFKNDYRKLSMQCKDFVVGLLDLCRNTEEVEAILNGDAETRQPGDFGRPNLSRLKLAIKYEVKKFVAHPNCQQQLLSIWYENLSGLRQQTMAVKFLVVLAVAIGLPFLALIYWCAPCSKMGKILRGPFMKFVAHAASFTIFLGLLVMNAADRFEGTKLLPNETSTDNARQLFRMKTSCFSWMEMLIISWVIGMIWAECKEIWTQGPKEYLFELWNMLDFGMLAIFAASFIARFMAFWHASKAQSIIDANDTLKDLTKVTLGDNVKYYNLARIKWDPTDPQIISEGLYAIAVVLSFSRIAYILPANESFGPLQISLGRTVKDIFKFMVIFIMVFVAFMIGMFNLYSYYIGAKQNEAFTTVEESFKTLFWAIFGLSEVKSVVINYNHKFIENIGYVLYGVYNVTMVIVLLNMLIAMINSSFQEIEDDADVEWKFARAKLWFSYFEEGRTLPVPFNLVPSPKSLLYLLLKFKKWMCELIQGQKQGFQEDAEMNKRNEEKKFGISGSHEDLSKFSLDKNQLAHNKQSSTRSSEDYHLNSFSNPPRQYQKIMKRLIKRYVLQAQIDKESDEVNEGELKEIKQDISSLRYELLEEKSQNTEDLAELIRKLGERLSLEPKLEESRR
MrgX1 antagonist: blocks BAM8-22 activation of human MrgX1 receptor | Q96LB2 | MRGX1-HEK293 calcium flux, Fluo-4, BAM8-22 antagonism; stronger effect = lower value | AID 588676 | 310,000 tested, 1.3% active | B-score at 10 µM;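 active means calcium-response B-score plate-corrected more than 3 library SD below zero, starting fluorescence within 5 deviations, no agonist response on first addition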;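 further: peak minus trough fluorescence over baseline after final BAM8-22 challenge near maximal dose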
TRPC6 inh: mouse TRPC6 channel inhibition; B-score at 10 µM; HEK293-TRPC6, membrane potential dye, ACh-evoked depolarization; stronger effect = lower value; 310,000 tested, 1.1% active; Q61143;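 active means B-score under library mean minus 3 SD, initial fluorescence not abnormally high, positive integrated signal ratio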;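 further: B-score derived from integrated fluorescence ratio over the kinetic read; more negative B-score means stronger inhibition of depolarization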
HIF act: HIF pathway transcriptional activation. U2OS HRE-luciferase reporter, luminescence; normalized: DMSO 0%, desferrioxamine 100%. activation, % at 7.5 µM (by protocol). 300,000 tested, 0.32% active;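 active means mean activation of at least 10% of the iron chelator positive control signal, with at least half of replicates also reaching 10%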
TRPC4 PAM: TRPC4 (mouse) allosteric potentiation | B-score at 10 µM | HEK293 TRPC4beta/mu-opioid, DAMGO EC20, Fluo-4 Ca2+ flux; stronger effect = higher value | Q9QUQ5 | 310,000 tested, 0.42% active | AID 2227;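 active means B-score of calcium response area above 5 SD of library B-scores, with initial fluorescence ratio within 5 SD of library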;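 further: B-score of integrated fluorescence ratio over time as area under calcium response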
MrgX1 ag: activates human MrgX1 receptor signaling. Q96LB2. MrgX1-HEK293 cells, Fluo-4 calcium fluorescence, agonist mode; stronger effect = higher value. B-score at 10 µM. 310,000 tested, 0.44% active;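 active means calcium response B-score plate-corrected fluorescence ratio at least 3 library SD, with starting fluorescence B-score inside 5 SD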
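Material – MrgX1-expressing HEK293 cells · Input – 15,000 cells seeded per well · Dosing – compound as first of three additions · Times – overnight seeding, then 1 h dark dye loading · Measured by – kinetic Fluo-4 NW fluorescence of intracellular calcium · Read-out – B-scored fluorescence response ratio · Benchmarks – positive and negative control wells on each plate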
PolyA inh: yeast polyadenylation inhibition. S. cerevisiae SKY197-pL101 polyadenylation reporter, beta-gal luminescence; efflux-impaired pdr1/pdr3 knockout yeast; score 100 = 6 SD above DMSO. calls only at 12 µM. 300,000 tested, 0.02% active;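 active means lowest replicate activity score at least 50, where 100 means six control SD above control mean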;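 further: yeast exposed to compound for 9 h at 30 °C; higher score means more reporter readthrough which indicates perturbed polyadenylation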
* hit, by the source's call; i = inactive; / = not tested or not shown. Only part of the results is shown; rates above refer to the full screens.

SMILES	TRPC4 act	AI-2 QS mod	TRPC4 inh	MrgX1 PAM	TRPC6 act	MrgX1 antagonist	TRPC6 inh	HIF act	TRPC4 PAM	MrgX1 ag	PolyA inh
CN(C)C(=O)c1ccc(NC(=O)COC(=O)C2=COCCO2)cc1	i	7	i	i	i	i	i	-0.4	i	i	i
N#Cc1c(C(F)(F)F)cc(-c2ccccc2Cl)[nH]c1=O	i	52	i	i	i	i	i	-0.4	i	i	i
CC1CN(C(=O)Nc2cccc(Cl)c2)C2(CCCCCC2)O1 (stereo not given)	i	-6	i	i	i	i	i	0.0	i	i	i
COC(=O)c1ccc(NC(=S)NN2CCOCC2)cc1	i	23	i	i	i	i	i	2.7	i	i	i
O=C(Nc1ccccc1N1CCCC1)c1cccc(-c2cc3ccccc3oc2=O)c1	i	7	i	i	i	i	i	2.2	i	i	i
O=C(Nc1nnc(-c2ccncc2)o1)c1ccccc1F	i	33	i	i	i	i	i	-0.5	i	i	i
COc1ccc(NS(=O)(=O)c2cc(NC(=O)/C=C/c3cc(OC)c(OC)c(OC)c3)ccc2N2CCCCC2)cc1	i	13	i	i	i	i	i	3.2	i	i	i
CC(NC(=O)c1ccccc1)C(=O)N/N=C/c1ccc(O)cc1 (stereo not given)	i	8	i	i	i	i	i	-0.1	i	i	i
CCC(O)(CC)C(=O)NN(C(=O)Nc1csc2c1CCCC2)c1ccccc1	i	7	i	i	i	i	i	-0.3	i	i	i
COc1cc2nc(COc3ccccc3[N+](=O)[O-])oc(=O)c2cc1OC	i	-3	i	i	i	i	i	-0.4	i	i	i
Cc1cc(C(N)=O)c2cc(Br)ccc2n1	i	19	i	i	i	i	i	0.0	i	i	i
CCCc1cc(=O)n2[nH]cc(-c3ccc(Cl)cc3)c2n1	i	-47	i	i	i	i	i	0.8	i	i	i
O=C(Cc1ccc([N+](=O)[O-])cc1)NCc1ccc2c(c1)OCO2	i	29	i	i	i	i	i	0.6	i	i	i
Cc1c(N=C2C=CC(=O)c3ccccc32)c(=O)n(-c2ccccc2)n1C	i	19	i	/	i	/	i	-8.2	i	/	i
CC(=O)NC1CC2CCC(C1)N2Cc1ccc(C)cc1 (stereo not given)	i	17	i	i	i	i	i	-0.3	i	i	i
Cc1cccc(NC(=S)NCCN2CCOCC2)c1	i	12	i	i	i	i	i	0.1	i	i	i
COc1ccc(N(CC(=O)NCc2cccs2)S(=O)(=O)c2c(C)n[nH]c2C)cc1	i	12	i	i	i	i	i	0.3	i	i	i
O=C(NCC(=O)N1CCCC(C(F)(F)F)C1)c1ccc2ccccc2c1 (stereo not given)	i	15	i	i	i	i	i	1.1	i	i	i
CCCCNC(=O)Cc1c(O)c2ccccc2[nH]c1=O	i	28	i	i	i	i	i	-1.0	i	i	i
Cc1ccc(S(=O)(=O)NCC(C)NS(=O)(=O)c2ccc(C)cc2)cc1 (stereo not given)	i	23	i	i	i	i	i	0.1	i	i	i
Cn1nccc1NS(=O)(=O)c1ccc(F)cc1	i	9	i	i	i	i	i	0.0	i	i	i
COCCCNC(=O)c1cn(CC(C)C)c(=O)c2c1c1ccccc1n2C	i	16	i	i	i	i	i	-0.8	i	i	i
Cc1noc(NS(=O)(=O)c2ccc(NC(=O)c3cc(=O)c4ccccc4o3)cc2)c1C	i	7	i	i	i	i	i	-0.3	i	i	i
COCN(C#N)c1nc(OC)nc(OC)n1	i	22	i	i	i	i	i	-0.2	i	i	i
COc1ccc(OC)c(NC(=O)CSc2nc3ccccc3c3nc4ccccc4n23)c1	i	/	i	/	i	/	i	/	i	/	/
COc1ccccc1NC(=O)CC1C(=O)Nc2c1c(=O)n(C)c(=O)n2C (stereo not given)	i	3	i	i	i	i	i	-0.3	i	i	i
COc1ccc(CCNC(=O)C2CCN(S(=O)(=O)c3ccc(OC)c(OC)c3)CC2)cc1OC	i	44	i	i	i	i	i	-38	i	i	i
O=C(/C=C/c1cn(-c2ccccc2)nc1-c1cccnc1)N1CCCCC1	i	21	i	i	i	i	i	0.7	i	i	i
Cc1ccc(CC2CC(=O)N(c3ccc(C)cc3)C2=O)cc1 (stereo not given)	i	24	i	i	i	i	i	-0.5	i	i	i
COc1cccc(-n2nnnc2SCC(=O)N2CCCc3ccccc32)c1	i	3	i	i	i	i	i	/	i	i	i
CN(C)S(=O)(=O)c1ccc(NC(=O)c2ccncc2)cc1	i	7	i	i	i	i	i	0.1	i	i	i
COC(=O)c1ccc(NC(=O)COc2ccccc2OC)cc1	i	7	i	i	i	i	i	-0.1	i	i	i
O=C(c1cccs1)c1c[nH]cc1-c1ccccc1	i	8	i	i	i	i	i	0.0	i	i	i
CCc1ccc(NS(=O)(=O)c2cccc3nonc23)cc1	i	-13	i	i	i	i	i	0.4	i	i	i
Cc1ccccc1NC(=O)C1c2ccccc2Oc2ccccc21	i	7	i	i	i	i	i	0.1	i	i	i
O=C(O/N=C(\c1ccccc1)c1ccncc1)c1ccccc1Cl	i	10	i	i	i	i	i	0.1	i	i	i
CC(C)C(c1nnnn1C1CCCCC1)N1CCN(c2ncccn2)CC1 (stereo not given)	i	21	i	i	i	i	i	0.7	i	i	i
O=C1CCCc2ccccc2N1Cc1ccccc1Cl	i	1	i	i	i	i	i	0.1	i	i	i
O=C(NNc1ccc(O)cc1)c1ccc(Br)cc1	i	11	i	i	i	i	i	0.2	i	i	/
Cc1ccc2cc(C(c3nnnn3C3CCCC3)N3CCN(c4ccccc4)CC3)c(=O)[nH]c2c1 (stereo not given)	i	9	i	i	i	i	i	0.1	i	i	i
COc1ccc(C(=O)OCC(=O)c2ccc(C3CCCCC3)cc2)cc1	i	-6	i	i	i	i	i	-0.1	i	i	i
O=C(N1CCCCCC1)n1c(Cc2ccccc2)nc2ccccc21	i	16	i	i	i	i	i	-0.4	i	i	i
CN1C(=S)SC(N(O)C=C2C=CC(=O)C=C2)C1(C)C (stereo not given)	i	17	i	i	i	i	i	-0.4	i	i	i
Cc1cc(C)n(-c2nc(NCCCO)c3c4c(sc3n2)CCCC4)n1	i	40	i	i	i	i	i	4.4	i	i	/
Cc1nc2ccc(NC(=O)N3CCSCC3)cc2s1	i	4	i	i	i	i	i	1.0	i	i	i
Cc1nc(NC(=O)c2ccccc2)sc1-c1csc(Nc2ccc(Cl)cc2)n1	i	16	i	i	i	i	i	0.5	i	i	i
Cc1cc(C)cc(C(=O)NC(CC(N)=O)c2ccc(N3CCN(c4ccccc4)CC3)c([N+](=O)[O-])c2)c1 (stereo not given)	i	17	i	i	i	i	i	-1.0	i	i	i
O=c1nc(N2CCCCCC2)nc(N2CCCCCC2)[nH]1	i	7	i	i	i	i	i	-0.7	i	i	i
Cc1ccc(S(=O)(=O)N(CC(=O)NCc2ccccn2)c2ccc(Cl)cc2)cc1	i	16	i	i	i	i	i	-0.3	i	i	i
O=C(CCCOc1ccccc1)Nc1cccc([N+](=O)[O-])c1	i	20	i	i	i	i	i	0.5	i	i	i
N#Cc1nc(-c2ccco2)oc1NCCN1CCOCC1	i	19	i	i	i	i	i	/	i	i	i
Cn1cc(CN2CCc3c([nH]c4ccccc34)C2C2CCCCC2)cn1 (stereo not given)	i	16	i	i	i	i	i	-0.1	i	i	i
CN(C)c1nc(OCCNC(=O)COc2ccccc2Cl)nc(N(C)C)n1	i	7	i	i	i	i	i	-0.1	i	i	i
Cc1cccc(N(C)C(=O)COc2cc(=O)n(C)c3ccccc23)c1	i	3	i	i	i	i	i	-0.2	i	i	i
CCOc1ccc(CCN2C(=O)c3ccc(C(=O)O)cc3C2=O)cc1OCC	i	4	i	i	i	i	i	0.2	i	i	i
CCOC(=O)c1ccc(NC(=O)c2cn(-c3ccccc3)nc2-c2ccncc2)cc1	i	15	i	i	i	i	i	-0.4	i	i	i
O=C(Cn1ccc2ccccc2c1=O)NCCC(=O)N1CCCCC1	i	-2	i	i	i	i	i	-0.4	i	i	i
NC(=O)CC(NC(=O)c1ccc(Br)cc1)c1ccc(NCc2ccc(F)c(F)c2)c([N+](=O)[O-])c1 (stereo not given)	i	13	i	i	i	i	i	0.3	i	i	i
Cc1cccc(N2CCN(CC(=O)Nc3ccc(-n4cnnn4)cc3)CC2)c1C	i	12	i	i	i	i	i	-0.2	i	i	i
Cn1c(=O)oc2cc(S(=O)(=O)N3CCC(C(=O)NCc4ccccc4)CC3)ccc21	i	9	i	i	i	i	i	-0.2	i	i	i

(continued)
SMILES	TRPC4 act	AI-2 QS mod	TRPC4 inh	MrgX1 PAM	TRPC6 act	MrgX1 antagonist	TRPC6 inh	HIF act	TRPC4 PAM	MrgX1 ag	PolyA inh
C#CCn1c(=NC(=O)CSCC(=O)N2CCOCC2)sc2ccccc21	i	26	i	i	i	i	i	-0.2	i	i	i
Cn1nnc2cc(C(=O)NCc3ccco3)ccc21	i	26	i	i	i	i	i	-28	i	i	i
Cc1noc(C)c1-c1nc(CSc2ccc(Cl)cc2)no1	i	22	i	i	i	i	i	-0.4	i	i	i
O=C(NCc1nnc2c(C(F)(F)F)cc(Cl)cn12)c1ccc2c(c1)OCO2	i	0	i	i	i	i	i	-0.4	i	i	i
CCCn1nnc(NC(=S)NC(=O)c2cccs2)n1	i	-2	i	i	i	i	i	1.0	i	i	i
Cc1csc(NC(C)c2nc3cc(C(F)(F)F)ccc3n2CCOCCO)n1 (stereo not given)	i	24	i	i	i	i	i	-0.3	i	i	i

Profiles as entered above.
C#CCn1c(=NC(=O)CSCC(=O)N2CCOCC2)sc2ccccc21 reads TRPC4 act: i; AI-2 QS mod: 26; TRPC4 inh: i; MrgX1 PAM: i; TRPC6 act: i; MrgX1 antagonist: i; TRPC6 inh: i; HIF act: -0.2; TRPC4 PAM: i; MrgX1 ag: i; PolyA inh: i
Cc1noc(C)c1-c1nc(CSc2ccc(Cl)cc2)no1 reads TRPC4 act: i; AI-2 QS mod: 22; TRPC4 inh: i; MrgX1 PAM: i; TRPC6 act: i; MrgX1 antagonist: i; TRPC6 inh: i; HIF act: -0.4; TRPC4 PAM: i; MrgX1 ag: i; PolyA inh: i
